PI5P4Ka inh: inhibitors of human PI5P4K alpha; max response, %; AID 652105; actives 1.2% (n = 330,000); PI5P4Kalpha enzyme, ADP-Glo luminescence, 60 min; hits give low values; P48426; active means max response of -50% or lower; inconclusive means between -30% and -50%; inactive means -30% or higher; further: value at the top dose of about 77 µM; on the % scale 0 is the no-effect control and ±100 the full control effect
Target sequence (P48426 whole entry, looked up): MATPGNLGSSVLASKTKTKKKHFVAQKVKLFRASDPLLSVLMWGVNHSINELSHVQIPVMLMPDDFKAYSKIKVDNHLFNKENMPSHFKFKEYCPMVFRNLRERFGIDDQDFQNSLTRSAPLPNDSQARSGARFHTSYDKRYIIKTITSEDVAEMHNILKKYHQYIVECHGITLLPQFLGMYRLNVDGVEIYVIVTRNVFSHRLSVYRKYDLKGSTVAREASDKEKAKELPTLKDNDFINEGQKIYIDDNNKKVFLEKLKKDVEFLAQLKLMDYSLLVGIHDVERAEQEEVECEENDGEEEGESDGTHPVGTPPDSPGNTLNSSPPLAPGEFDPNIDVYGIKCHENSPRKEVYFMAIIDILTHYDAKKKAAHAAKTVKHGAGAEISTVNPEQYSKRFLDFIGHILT
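Reactions run in 0.038 M HEPES pH 7.4, 0.28 mM EGTA, 0.1% CHAPS and 5% DMSO, with PI5P4Kalpha, substrate, compound and 5 microM ATP final, one hour at room temperature. Readout is ADP-Glo luminescence.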
IL-2 act: activators of IL-2; IL-2 activation reporter assay, cell-based qHTS; stimulated with anti-CD3/CD4/CD28 beads; in transgenic mouse T cells; activation, % (series mostly up to about 46 µM); actives 0.065% (n = 360,000); in the data active means activation above about 50%; inconclusive means mostly about 30% to 49%; further: 0% is about no effect
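EGFP and DsRed fluorescence is measured by plate cytometry in unstimulated transgenic mouse T cells exposed to compound for 60 minutes, then stimulated 18 hours at 37 degrees C with anti-CD3/anti-CD4 beads plus anti-CD28.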
WRN inhibitor: inhibitors of human WRN helicase. Potency, µM (highest dose often 114 µM), for the others: at the highest dose activity change, negative = inhibition, actives largely listed as inhibitors. Q14191. actives 0.46% (n = 360,000). WRN helicase unwinding, fluorescent forked duplex, kinetic; further: potency means the concentration at half of the fitted maximal effect; on the % scale 0 is the no-effect control and ±100 the full control effect; nearly all actives have a fitted effect of over 55% in size
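Screening of the MLSMR collection measured strand separation of a quenched forked DNA duplex (100 nM) by 20 nM WRN with 2 mM ATP, all final. Compounds were preincubated with enzyme 15 min at room temperature.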
Abeta yeast res: restores growth of yeast expressing A-beta42 peptide; yeast expressing A-beta42, growth rescue, OD600, 48 h; response scale: 0% DMSO, 100% iron-clioquinol control; Potency, µM (doses to about 46.1 µM), inactives show at the highest dose growth rescue, usual class: activators; actives 0.063% (n = 410,000); further: potency means the concentration at half of the fitted maximal effect; nearly all actives have a fitted effect of over 55% in size
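Yeast growth medium received pinned compounds, then yeast cells expressing toxic A-beta were added; plates incubated at 30 C for 48 hr. Growth read as absorbance at 600 nm, normalized to DMSO and equimolar FeCl3 plus clioquinol controls.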
FUS suppressor: rescues growth of FUS-expressing yeast. actives 0.24% (n = 390,000). Potency, µM (highest dose often 76.6 µM), for the others: top-dose growth rescue (activation), usual class: activators. S. cerevisiae FUS-expressing, growth rescue, OD600, 24 h;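 further: potency means the concentration at half of the fitted maximal effect; plate controls were DMSO vehicle for no effect and reference control for full effect; nearly all actives have a fitted effect of over 55% in size; some results filed as inactive show a strong effect at the top dose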
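Steps: raffinose overnight preculture; dilution to OD 0.005 in 2% galactose minimal medium; compound addition (concentration series); 24hr at 30C, 99% humidity; absorbance read at 600 nm.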
PLK1 PBD inh: PLK1 (human) polo-box domain binding inhibition. actives 2.8% (n = 360,000). P53350. Plk1 PBD binding of FITC phosphopeptide, fluorescence polarization. Potency, µM, inactives show max response, negative = inhibition, actives largely listed as inhibitors; further: potency means the concentration at half of the fitted maximal effect; series mostly up to about 57 µM; on the % scale 0 is the no-effect control and ±100 the full control effect; nearly all actives have a fitted effect of over 65% in size
Target sequence (P53350 whole entry, looked up, the tested form may be a part): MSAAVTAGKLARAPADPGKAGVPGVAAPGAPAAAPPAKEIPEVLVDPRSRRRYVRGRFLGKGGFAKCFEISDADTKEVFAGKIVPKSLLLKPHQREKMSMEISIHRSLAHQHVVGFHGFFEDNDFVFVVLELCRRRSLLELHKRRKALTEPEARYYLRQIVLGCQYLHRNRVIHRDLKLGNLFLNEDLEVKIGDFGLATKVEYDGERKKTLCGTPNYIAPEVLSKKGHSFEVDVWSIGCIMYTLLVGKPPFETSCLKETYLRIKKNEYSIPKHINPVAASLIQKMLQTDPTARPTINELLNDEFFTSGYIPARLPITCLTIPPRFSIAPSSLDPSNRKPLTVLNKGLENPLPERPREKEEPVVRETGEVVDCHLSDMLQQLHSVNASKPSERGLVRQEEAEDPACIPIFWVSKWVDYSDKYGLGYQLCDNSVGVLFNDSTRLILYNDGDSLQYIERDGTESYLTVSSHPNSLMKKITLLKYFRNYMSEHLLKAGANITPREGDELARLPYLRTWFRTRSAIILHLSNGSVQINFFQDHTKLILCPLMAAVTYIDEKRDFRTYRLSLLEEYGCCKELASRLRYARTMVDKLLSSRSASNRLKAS
EPAC1 agonist: EPAC1 (human) agonism. EPAC1 agonist qHTS, biochemical assay; response scale: 100% = response to 6.5 mM cAMP. Potency, µM (titrated, usually from 154 µM), without a hit: top-dose activation, actives largely listed as activators. actives 0.073% (n = 360,000). AID 720707; further: potency means the concentration at half of the fitted maximal effect; nearly all actives have a fitted effect of over 60% in size
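Nucleotide exchange by EPAC1 (100 nM) on Rap1B–BODIPY-GDP (250 nM) in the presence of 50 uM GDP is tracked fluorescently at 480/540 nm over 30 min. Signals are normalized to a 6.5 mM cAMP control.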
EPAC1 antagonist: EPAC1 (human) antagonism; EPAC1 GEF assay, Rap1b-BODIPY-GDP exchange fluorescence; AID 720709; actives 0.14% (n = 360,000); Potency, µM (series often up to 115 µM), inactives show at the top dose activity change, negative = inhibition, actives largely listed as inhibitors;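 further: potency means the concentration at half of the fitted maximal effect; plate controls were vehicle for no effect and positive control for full effect; nearly all actives have a fitted effect of over 50% in size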
Active calls of the source: *; u = inconclusive; x = no result given; & = joins results of further samples; [ ] = remark or other dose. Unless noted, the call rests on the fitted dose curve; in most records, active means well fitted curve in the direction sought with a large enough effect; inconclusive means small, poorly fitted or top-dose-only effect, or another doubt; inactive means no such curve, though single readings can be large; an effect the other way counts as inactive or inconclusive.

SMILES	PI5P4Ka inh	IL-2 act	WRN inhibitor	Abeta yeast res	FUS suppressor	PLK1 PBD inh	EPAC1 agonist	EPAC1 antagonist
CCN(CC)CCn1c(NCc2ccccn2)nc2ccccc21	x	-0.7	3%	4%	27%	2%	-3%	12%
C=C(C(=O)Nc1ccccc1)c1ccc(C)cc1	3	-1.3	6%	6%	-13%	-10%	-2%	u
COCCNC(=S)NC1CC2CCCC(C1)N2Cc1cccs1 (stereo unspecified)	x	0.5	-7%	-4%	-1%	-10%	9%	-3%
O=C(c1ccc(OCc2cn3ccccc3n2)cc1)N1CCN(S(=O)(=O)c2ccccc2F)CC1	-1	-2.2	-12%	-11%	3%	1%	-1%	-16%
CCc1nc2ccc(C(=O)N3CCN(S(=O)(=O)CC)CC3)cn2c1N(C)CCC(C)C	0	1.7	3%	-21%	-3%	-6%	-1%	-2%
COc1ccc2c(=O)c(-c3cnn(-c4ccccc4)c3)c(C)oc2c1	x	-1.1	-19%	-4%	u	-14%	25%	-15%
CCc1cc(=S)n2c([nH]c3ccccc32)c1C#N	-25	0.6	-2%	-43%[inhibitor]	9%	u	-7%	-2%
CCCCN(C)c1c(C)nc2ccc(C(=O)NC3CCN(C)CC3)cn12	7	-0.4	4%	-16%	-12%	-16%	-4%	-14%
CCOc1ccc(CN(C)CC(=O)Nc2ccc3c(c2)CCC3)cc1OC	-3	-0.7	-8%	4%	14%	-3%	13%	1%
Cn1c(=O)c2cc(NC(=O)CCc3ccc4c(c3)OCO4)ccc2n1Cc1ccc(F)cc1	0	0.1	3%	-12%	2%	-7%	13%	-4%
O=C(CNC(=O)c1nn(Cc2ccccc2)c(=O)c2ccccc12)Nc1ccc(F)c(F)c1F	-4	0.2	9%	-45%[inhibitor]	2%	-4%	7%	4%
O=C(Nc1ccc2c(c1)OCCO2)C1c2ccccc2OCC(=O)N1Cc1ccc2c(c1)OCO2 (stereo unspecified)	-1	2.9	-9%	6%	37%	-4%	15%	-9%
O=C(COc1ccccc1)Nc1ccc(S(=O)(=O)N2CCCC2)cc1	-10	-1.5	0%	6%	8%	-5%	-4%	-5%
CCOc1ccc(C(=O)NCC(=O)OCC(=O)Nc2cccc(S(=O)(=O)N3CCCC3)c2)cc1	8	0.3	-8%	4%	32%	0%	6%	-25%
Cc1nc2ccccc2c(=O)n1/N=C/c1ccco1	0	-1.5	-2%	-8%	-3%	-4%	0%	-6%

Reprinted at random: 3 records from the list.
SMILES	PI5P4Ka inh	IL-2 act	WRN inhibitor	Abeta yeast res	FUS suppressor	PLK1 PBD inh	EPAC1 agonist	EPAC1 antagonist
Cn1c(=O)c2cc(NC(=O)CCc3ccc4c(c3)OCO4)ccc2n1Cc1ccc(F)cc1	0	0.1	3%	-12%	2%	-7%	13%	-4%
O=C(Nc1ccc2c(c1)OCCO2)C1c2ccccc2OCC(=O)N1Cc1ccc2c(c1)OCO2 (stereo unspecified)	-1	2.9	-9%	6%	37%	-4%	15%	-9%
O=C(COc1ccccc1)Nc1ccc(S(=O)(=O)N2CCCC2)cc1	-10	-1.5	0%	6%	8%	-5%	-4%	-5%

The list goes on.
SMILES	PI5P4Ka inh	IL-2 act	WRN inhibitor	Abeta yeast res	FUS suppressor	PLK1 PBD inh	EPAC1 agonist	EPAC1 antagonist
COc1ccc(CCNC(=O)CSc2nc(O)c(C(C)C)c(=O)[nH]2)cc1OC	x	-1.8	-8%	-2%	1%	-4%	0%	14%
COc1cc(NC(=O)NCC2CCN(Cc3ccccc3Cl)CC2)cc(OC)c1OC	-1	-2.9	-5%	5%&-13%	-22%&-8%	-4%	-3%	-2%
NNc1nc(-c2ccccc2)nc(-c2ccccc2)c1Br	6	0.4	-10%	24%	24%	-5%	12%	-12%
O=C(NCCc1csc(-c2cccnc2)n1)c1ccc(Cl)cc1	2	-2.8	6%	1%	-15%	-8%	0%	3%
COc1ccccc1NC(=S)NCc1ccc2c(c1)OCO2	2	0.6	5%	31%	x	-11%	9%	1%
CCN(CC)C(=S)NC(=O)C12CC3CC(CC(C3)C1)C2	-4	-0.7	10%	-11%	-16%	-9%	-5%	-2%
CN(C)S(=O)(=O)c1cccc(NC(=O)c2sccc2-c2ccccc2)c1	-3	-2.8	-24%	-14%	x	5%	-27%	-15%
Cc1c(C(=O)NC2CCCc3ccccc32)oc2ccc(S(=O)(=O)N3CCOCC3)cc12 (stereo unspecified)	0	1.5	7%	4%	26%	0%	-3%	0%
COc1cc(Cl)c(CC(=O)c2c[nH]c3ccccc23)cc1OC	-1	-0.7	2%	-7%	18%	-9%	8%	19%
CCc1[nH]nc(C(=O)N2CCCC(Nc3cccc(F)c3)C2)c1C (stereo unspecified)	1	-0.8	-15%	0%	x	-1%	-4%	-9%
C=C1CCN([C@@H](C)C(=O)NCc2cc(OC)c(OC)c(OC)c2)S(=O)(=O)c2ccccc21	5	0.6	-4%	-7%	-4%	-12%	7%	-4%
Cc1cc(N2C(=O)CCC2=O)ccc1NC(=O)c1cccs1	0	-0.1	-1%	-18%	-2%	-12%	-8%	-3%
CCc1c(C)nc2ncnn2c1N1CCCC(C(=O)Nc2cc(F)ccc2C)C1 (stereo unspecified)	-6	2.5	-12%	-2%[9.22 µM]	-31%	-4%	-1%	-16%
CC(=O)N1CCN(c2ccccc2NC(=O)Cc2ccc(Cl)cc2)CC1	2	2.7	1%	-9%	7%	-3%	-4%	-14%
O=C(Nc1ccccc1)Nc1scc2c1c(=O)oc1ccccc12	4	2.9	0%	-4%	-24%	-4%	18%	-20%

The closing 6 entries of the part before come first, to join the parts.
Values run as follows: PI5P4Ka inh	IL-2 act	WRN inhibitor	Abeta yeast res	FUS suppressor	PLK1 PBD inh	EPAC1 agonist	EPAC1 antagonist
CCc1[nH]nc(C(=O)N2CCCC(Nc3cccc(F)c3)C2)c1C (stereo unspecified)
  1	-0.8	-15%	0%	x	-1%	-4%	-9%
C=C1CCN([C@@H](C)C(=O)NCc2cc(OC)c(OC)c(OC)c2)S(=O)(=O)c2ccccc21
  5	0.6	-4%	-7%	-4%	-12%	7%	-4%
Cc1cc(N2C(=O)CCC2=O)ccc1NC(=O)c1cccs1
  0	-0.1	-1%	-18%	-2%	-12%	-8%	-3%
CCc1c(C)nc2ncnn2c1N1CCCC(C(=O)Nc2cc(F)ccc2C)C1 (stereo unspecified)
  -6	2.5	-12%	-2%[9.22 µM]	-31%	-4%	-1%	-16%
CC(=O)N1CCN(c2ccccc2NC(=O)Cc2ccc(Cl)cc2)CC1
  2	2.7	1%	-9%	7%	-3%	-4%	-14%
O=C(Nc1ccccc1)Nc1scc2c1c(=O)oc1ccccc12
  4	2.9	0%	-4%	-24%	-4%	18%	-20%
Clc1ccc(Cn2cccc2C2=NCCO2)cc1
  6	0.5	-6%	34%	0%	0%	15%	-28%
CC1CC1C(=O)N1CCN(S(=O)(=O)c2cccc(F)c2)CC1 (stereo unspecified)
  1	0.1	-2%	1%	10%	-2%	10%	10%
COc1ccc(OCCCC(=O)NNC(=O)CCN2CCN(c3ccccc3)CC2)cc1
  7	-3.5	-17%	-5%	x	2%	0%	-13%
COCCSc1nnc(NC(=O)COC)s1
  x	-1.9	9%	2%	14%	-10%	-2%	6%
O=C(COc1ccc(S(=O)(=O)Nc2ccccc2)cc1)N1CCOCC1
  -7	0.3	-23%	3%	-5%	-7%	9%	-13%
CCC(C)c1ccccc1OCCCCN1CCCC1 (stereo unspecified)
  -1	-0.5	-2%	16%	12%	6%	2%	6%
CCOC(=O)c1sc(NC(=O)CSC(=S)N2CCOCC2)nc1C
  -3	0.6	-24%	4%	-9%	-8%	-2%	-4%
CCOC(=O)c1ccccc1NC(=O)CSc1nc2c(sc(=S)n2CC)c(=O)[nH]1
  2	-1.4	3%	12%	18%	u	-1%	6%
Cc1csc(NC(=O)c2cccc(S(=O)(=O)N3CCN(C)CC3)c2)n1
  -7	0.0	-18%	-10%	4%	u	-1%	2%
Cc1cc(NC(=O)CCN2C(=O)/C(=C/c3ccccc3Cl)SC2=S)no1
  -3	-0.7	-33%[57.1 µM]	-2%	-2%	-14%	4%	12%
COc1ccc(S(N)(=O)=O)cc1C(=O)NNC(=O)c1cccc(S(=O)(=O)N2CCOCC2)c1
  -3	1.0	-9%	0%	x	-4%	-9%	-6%
O=C(Nc1cccc2ccccc12)OCc1ccccc1
  -9	-0.7	-3%	-6%	9%	1%	0%	0%
Cc1ccc(C(OC(=O)c2ccco2)C(=O)NC2CCCC2)cc1 (stereo unspecified)
  0	-0.5	7%	8%	11%	0%	-4%	12%
CC(C)(C)c1ccc(C(=O)N2CCC2(C)C(=O)Nc2cccc3ncccc23)cc1 (stereo unspecified)
  1	1.2	-11%	-6%	14%	-12%	-10%	-11%
CN(C)S(=O)(=O)c1ccc(NC(=O)N2CCN(c3ccccc3)CC2)cc1
  3	2.4	-35%	-6%	-4%	-13%	1%	-14%
Cc1noc2ncnc(Sc3c(Cl)cccc3Cl)c12
  3	-1.1	-5%	9%	9%	-16%	2%	1%
CCOc1ccc(N2C(=O)CC(N(CCc3ccc(OC)c(OC)c3)C(=O)/C=C/C(=O)O)C2=O)cc1 (stereo unspecified)
  -2	-2.9	-3%	-7%	-17%	-7%	9%	1%
CCOC(=O)N1CCC(NC(=O)c2cccnc2SC)CC1
  11	0.3	-10%	-11%	-7%	-4%	0%	12%
COc1ccccc1N(C)S(=O)(=O)c1ccc(Cl)c(C(=O)N2CCC2)c1
  0	0.2	-6%	2%	4%	-1%	-25%	-11%
COc1ccc(Cl)cc1C(=O)Nc1ccccc1N1CCCCC1
  26	-0.6	-3%	-13%	-10%	-8%	4%	-5%

Assay outcomes deposited in PubChem by National Center for Advancing Translational Sciences (NCATS).
